Bioassay records: PubChem BioAssay, several laboratories
Measles CPE: protection of cells from measles virus | actives 1.5% (n = 140,000) | protection (pct of control), % at 4 µM | Measles virus-infected cells, CPE protection, absorbance | AID 841; in the data active = protection mostly above about 24%, no sharp cut-off; inactive = mostly below about 26%; also: some compounds called inactive have numbers as strong as hits
PTEN del growth: PTEN-deleted cell growth suppression. actives 1.2% (n = 140,000). viability, % at 10 µM. HCT116 PTEN-null viability, CellTiter-Glo, 60 h; active compounds read low;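 active = viability at or below a set limit, 4 SD under the median of all tested compounds, cut at about 3.7% in these data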;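 also: PTEN knockout HCT116 line with beta catenin targeted HCT116 as companion control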
NPY-Y2 antag: blocks the human neuropeptide Y Y2 receptor. NPY-Y2 expressing cells, antagonist mode. actives 0.99% (n = 140,000). inhibition, % at 2.7 µM. P49146; in the data active = inhibition above about 17%;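 also: 0% = vehicle with agonist challenge and 100% = reference antagonist with challenge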
Target sequence (P49146 whole entry, looked up): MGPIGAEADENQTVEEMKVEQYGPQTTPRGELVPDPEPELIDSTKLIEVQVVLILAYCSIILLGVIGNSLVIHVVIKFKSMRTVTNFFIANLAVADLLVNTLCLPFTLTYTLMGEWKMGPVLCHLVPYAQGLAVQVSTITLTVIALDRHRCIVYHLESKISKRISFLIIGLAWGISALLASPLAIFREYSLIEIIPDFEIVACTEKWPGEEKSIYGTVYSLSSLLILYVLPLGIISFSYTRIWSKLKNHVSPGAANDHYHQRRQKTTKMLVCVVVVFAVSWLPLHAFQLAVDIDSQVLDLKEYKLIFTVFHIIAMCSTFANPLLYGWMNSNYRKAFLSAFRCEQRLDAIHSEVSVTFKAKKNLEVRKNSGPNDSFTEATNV
Yeast growth inh: reduces growth of yeast BB579 in restrictive medium; S. cerevisiae BB579 growth, OD615, 48 h; inhibition, % at 10 µM; actives 0.51% (n = 140,000); AID 804;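 active = inhibition above a set limit, 3 SD over the mean compound inhibition, cut at about 44% in these data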; also: inactives centre near -24
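Test system: DeaD yeast strain BB579 / Buffer or medium: restrictive glucose-based CSMM-D medium / Doses: single 10 µM dose / Schedule: 4 h cell preincubation, 48 h compound exposure, 30 °C humidified / Technique: culture absorbance at 615 nm / Controls: amphotericin B positive control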
HCT116 bCat-KO: beta-catenin-lacking colon tumor cell growth suppression; HCT116 beta-catenin knockout viability, CellTiter-Glo, 60 h; active compounds read low; viability, % at 10 µM; actives 1.5% (n = 140,000); AID 818;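 active = viability at or under a set limit, the compound median less 4 SD, cut at about 6% in these data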;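 also: 0% = Hyamine 1622 control at 20 µM and 100% = untreated cell control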
MRP-1 activ: activates MRP-1; AID 799; viability increase, % at 10 µM; actives 0.61% (n = 140,000); H69AR cells + doxorubicin, viability rescue, CellTiter-Glo;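 active = viability gain under doxorubicin at or above a set limit, the compound median plus 3 SD, cut at about 4.7% in these data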;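 also: MRP-1 overexpressing cells given doxorubicin 25 µM after compound pretreatment; 18-22 h compound pretreatment then 72 h with doxorubicin before readout; 0% = doxorubicin-only wells and 100% = vehicle-treated cells without doxorubicin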
Yeast life ext: extends the lifespan of yeast; S. cerevisiae growth with nicotinamide, OD615; deaD strain in restrictive glucose medium; AID 775; actives 0.68% (n = 130,000); inhibition of the nicotinamide effect, % at 10 µM;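 active = inhibition above a set limit, placed 3 SD over the median of all compounds, cut at about 26% in these data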;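 also: 0% = nicotinamide-treated wells and 100% = cells grown without nicotinamide; some compounds called inactive have numbers as strong as hits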
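assay system = DeaD-strain S. cerevisiae | buffer or medium = restrictive glucose medium | reagent = 1.5 mM nicotinamide | compound = 10 µM single point, 0.25% DMSO | incubation = 48 h compound exposure at 30 °C, humidified | signal = OD615 measurement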
E-sel TNF inh: TNF alpha driven E-selectin expression inhibition | inhibition, % at 2 µM | HUVEC TNFa-induced E-selectin immunofluorescence, high content | AID 1246 | actives 0.71% (n = 120,000);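 active = inhibition above the batch mean plus 3 SD, and confirmed as a hit on visual image review, cut at about 43% in these data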;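 also: 0% = TNF-stimulated DMSO wells and 100% = unstimulated control wells; not every result past the cut was called active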
Phagocytosis inh: inhibitors of macrophage phagocytosis | J774A.1 macrophage IgG-bead phagocytosis, imaging | inhibition, % at 5 µM | actives 0.07% (n = 110,000);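 active = inhibition above the mean of the plate negative controls plus 5 SD, cut at about 13% in these data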;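 also: phagocytic index as fraction of beads internalized from green versus red external bead signal; plate controls were DMSO negative control for no effect and cytochalasin-D positive control for full effect; some results beyond the cut were filed as inactive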
GALR2 blocker: blocks the human galanin receptor 2; O43603; GALR2-expressing cells, antagonist mode; inhibition, % at 4 µM; actives 0.39% (n = 140,000); in the data active = inhibition above about 27%;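 also: cells stimulated with galanin 1-16 at roughly its EC80; 0% = agonist challenge control and 100% = basal control without agonist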
Target sequence (O43603 whole entry, looked up): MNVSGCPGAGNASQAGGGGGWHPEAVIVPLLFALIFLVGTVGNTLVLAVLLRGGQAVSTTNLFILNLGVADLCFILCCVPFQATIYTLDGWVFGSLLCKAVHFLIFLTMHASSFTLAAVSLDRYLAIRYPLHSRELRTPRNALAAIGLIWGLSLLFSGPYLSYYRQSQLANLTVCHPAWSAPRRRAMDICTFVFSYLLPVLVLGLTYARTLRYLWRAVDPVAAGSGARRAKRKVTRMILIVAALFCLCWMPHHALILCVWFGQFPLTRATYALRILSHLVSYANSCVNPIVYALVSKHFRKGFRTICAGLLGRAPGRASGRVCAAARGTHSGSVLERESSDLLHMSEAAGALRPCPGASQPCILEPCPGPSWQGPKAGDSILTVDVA
* = called active by the depositor; . = no result given.

SMILES	Measles CPE	PTEN del growth	NPY-Y2 antag	Yeast growth inh	HCT116 bCat-KO	MRP-1 activ	Yeast life ext	E-sel TNF inh	Phagocytosis inh	GALR2 blocker
O=C(c1ccc(COCC(F)(F)F)o1)N1CCCCCC1	6	97	1	-18	89	-1.1	-17	74*	.	0
O=C(CSc1nc2ccccc2c(=O)n1-c1ccc(Cl)cc1)c1ccco1	6	109	5	-41	98	-0.1	-11	.	.	9
CCOC(=O)c1nnc(-c2ccc(C)cc2)nc1Oc1ccccc1Cl	7	102	-1	-48	86	-0.2	-3	28	0	10
COc1ccc(C(CNC(=O)c2ccc3c(c2)C(=O)N(CCC(C)C)C3=O)N2CCOCC2)cc1 (stereo not given)	7	104	0	-27	101	0.4	-7	14	-1	-13
CCOC(=O)c1c(NC(=O)C(=O)N/N=C/c2ccccc2O)sc2c1CCCCC2	7	6	-3	-24	7	2.7	-1	.	.	-9
Cc1cc(=O)c2c(O)c(O)ccc2o1	8	100	1	-25	79	-5.7	-23	-25	.	6
C=CCn1c(SCC)nc(O)cc1=O	22	112	5	-11	107	0.6	5	-15	-2	11
CCC1CCCCN1C(=O)CSc1nnc(-c2ccc(Cl)s2)o1 (stereo not given)	6	87	5	-34	90	-1.6	-4	-3	1	-17
Cc1cc(C)nc(N2CCC(C(=O)NCCc3ccc(F)cc3)CC2)n1	5	81	-1	-29	75	-1.4	-21	3	1	2
CC1CCN(CC(O)COc2ccc(F)cc2)CC1 (stereo not given)	13	98	2	-9	99	-1.7	-5	.	0	7
Cc1cc(C)nc(NS(=O)(=O)c2ccc(N3Cc4ccccc4C3=O)cc2)n1	8	93	0	-32	95	-0.6	1	-7	-2	0
Cc1ccc2cc(CN(CC3CCCO3)S(=O)(=O)c3ccccc3)c3nnnn3c2c1 (stereo not given)	4	77	8	-21	71	-5.8	.	9	.	-7
O=C(NCc1ccccn1)C1CCN(S(=O)(=O)c2ccccc2)CC1	10	94	-2	-9	95	-0.9	-8	24	-3	-3
COc1ccc(CNC(=O)COC(=O)c2c[nH]c(=O)[nH]c2=O)cc1OC	18	90	1	-9	87	0.2	-12	11	0	11
CCn1cc(C(=O)NCc2ccco2)c(=O)c2cc(S(=O)(=O)N3CCC(C)CC3)ccc21	.	62	-1	-62	54	-0.8	-15	2	1	7
C/C(=N\NS(C)(=O)=O)c1ccc(C)cc1	8	116	4	-14	97	-0.3	-8	-5	.	-12
Cc1ccc[n+](CC(=O)Nc2cc(C(F)(F)F)ccc2Cl)c1	26	89	1	-24	92	-1.1	-7	.	0	3
CSC1=C(C#N)C(c2ccc(Cl)cc2)C2=C(CC(C)(C)CC2=O)N1 (stereo not given)	16	18	.	-25	14	-4.1	.	.	0	.
Fc1ccc(Nc2ncnc3sc4c(c23)CCC4)cc1	2	91	2	-53	80	-1.2	-13	2	0	13
Cc1cc(C)nc(SCc2nc3ccccc3n2C)n1	19	90	-2	-2	103	2.0	-12	11	1	-2
CC(=O)c1c(OC(=O)c2ccc(C)cc2)c2ccccc2n1C	71*	96	15	-4	93	-3.3	-19	-21	0	-8
Cn1c(=O)cc(-c2ccccc2)c2ccccc21	3	102	7	-34	94	-1.2	-15	-1	-1	-3
C=CCn1c(=NC(=O)c2cc(-c3cccs3)nc3ccccc23)sc2cc(S(N)(=O)=O)ccc21	2	20	1	-43	33	-4.9	0	.	-6	1
CCCCNC(=O)COC(=O)c1ccc(NS(=O)(=O)c2ccc3c(c2)OCCO3)cc1	13	94	4	-18	100	-1.2	-8	-1	.	17
CC(=O)CCS(=O)(=O)c1ccc(C)c(C)c1	12	93	0	-45	78	-1.6	-5	1	0	0
COc1cc(/C=C(\C#N)c2nc3ccc(C)cc3[nH]2)c([N+](=O)[O-])cc1OC	1	41	2	-33	59	-2.1	-15	-22	-2	8
Cc1cc(=O)[nH]c2c1c(C)nn2-c1ccccc1	11	95	3	-31	94	-2.0	.	-8	0	10
CCOC(=O)C1=C(N)Oc2cc(C)n(C)c(=O)c2C1c1ccncc1 (stereo not given)	6	93	6	2	96	-1.8	-3	.	0	1
C=CCNC(=S)NNc1ncnc2sc3c(c12)CC(C)(C)OC3	6	83	1	24	94	-3.0	-7	.	.	17
Cc1cc(C)c(C)c(OCC(=O)N2CCCCCC2)c1	10	97	6	27	92	-1.9	-5	20	.	-8
O=C(/C=C/c1c(F)cccc1Cl)Nc1nc2ccccc2[nH]1	6	104	3	-9	110	2.8	3	.	-6	2
COC(=O)C1CCN(C(=O)c2cc(OC)c(OC)c(OC)c2)CC1	4	102	-1	-41	103	0.0	-4	1	-1	-6
Cc1sc2nc(CN3CCCC3)nc(N3CCN(S(=O)(=O)c4cccs4)CC3)c2c1C	13	39	7	-8	33	-2.3	1	.	-1	0
O=C(Cc1ccc(S(=O)(=O)N2CCCCC2)s1)Nc1ccc(F)c(F)c1	5	63	1	-21	70	-2.1	0	32	-4	0
O=C(CN1CCC(C(O)(c2ccccc2)c2ccccc2)CC1)Nc1cc(Cl)ccc1Cl	8	68	0	-14	67	-0.2	-12	-17	.	-7
CC(/C=N/N1CCN(c2ccccn2)CC1)=C\c1ccccc1	6	88	2	-20	91	5.0*	-7	.	1	-4
Cc1ccc(C)c(CSc2nc3ccncc3n2CC(=O)Nc2ccc(C)c(C)c2)c1	4	74	0	-33	69	-3.2	-3	8	.	-1
COc1ccc(C)cc1-n1c(SCC(=O)Nc2cc(C)on2)nc2sc(C)c(C)c2c1=O	18	73	0	-32	86	-0.9	-15	.	-2	-2
Cc1cc(C)cc(NC(=O)c2ccccc2CC[N+](=O)[O-])c1	9	104	0	-77	87	-0.9	-11	13	0	-3
O=C(N/N=C\c1ccc(F)cc1)c1csnn1	7	93	3	-4	89	-0.8	-27	11	0	-9
COc1ccc2c(=O)c(-c3nc(C)cs3)coc2c1	4	84	4	-49	72	-2.2	4	35	0	-10
CCCCCN(C(=O)CN(C)Cc1ccc(OC)cc1OC)c1c(N)n(CCCC)c(=O)[nH]c1=O	12	79	0	-13	81	-0.9	-10	15	.	5
Cc1ccc(C(=O)N[C@H](C(=O)OCC(=O)c2ccc[nH]2)C(C)C)cc1	11	96	1	-41	96	-2.0	3	.	-6	0
Nc1nsc2ccccc12	6	4	2	46*	4.7*	-7.0	-8	1	-1	50*
COc1ccc(N2CCN(c3oc(COc4ccccc4)nc3C#N)CC2)cc1	6	76	27*	-21	77	1.7	-4	-19	.	9
COC(=O)CSc1cc([N+](=O)[O-])cc2c1c(C1OCCO1)nn2-c1ccccc1	18	96	2	-54	92	-0.5	1	-15	-5	7
CN(C(=O)c1cnccn1)c1nnc(-c2cnccn2)s1	3	89	4	-14	93	-2.1	-18	-13	-1	9
COc1ccc(OC)c(CN2CCCC(CO)C2)c1 (stereo not given)	4	.	2	-14	97	-1.0	1	1	1	6
CC1CCC(NC(=O)CN2C(=O)COc3ccc(S(=O)(=O)N4CCCC4)cc32)CC1 (stereo not given)	9	93	2	-18	95	-2.3	-1	-10	-7	12
CCc1cccc2c(SCC(=O)NCC3CCCO3)nc(-c3ccc(F)cc3)nc12 (stereo not given)	0	22	1	-83	22	-1.8	-7	1	0	4
COc1ccc(OC)c(Nc2ncnc3sc(-c4ccccc4)cc23)c1	6	91	4	-18	104	-2.6	-5	11	1	-4
COc1ccc(NC(=O)CCSc2ccc(C)cc2)cc1S(=O)(=O)Nc1ccccc1Cl	4	58	1	12	59	4.6	-3	.	-12	6
CSc1nc(C)cc(-n2cc(F)c(=O)[nH]c2=O)n1	14	100	4	-23	103	-1.0	-20	-4	0	2
CCOC(=O)C1CCN(C(=O)N2CCOCC2)CC1	6	97	1	-8	100	1.4	-6	2	0	4
O=C(O)c1cc(N2C(=O)C3C4C=CC(C4)C3C2=O)ccc1NCc1cccnc1 (stereo not given)	14	117	4	-73	104	-0.1	2	-13	-1	-6
CNC(=S)N1CCN(c2c(F)cc3c(=O)c(C(=O)O)cn(C4CC4)c3c2OC)CC1C (stereo not given)	6	104	2	-22	94	-1.6	-9	-1	-2	-4
CCn1cc(C(=O)NCc2ccco2)c2cc(OC)c(OC)cc2c1=O	19	101	-1	-16	98	-3.2	-5	-3	.	-1
Cc1cccc(/C=C2\CCC(C3CCCC3)C2=O)c1 (stereo not given)	11	92	3	-43	94	1.5	-1	.	-9	-1
COc1cc(CNc2ncn[nH]2)cc(Br)c1OC	5	98	-3	-26	98	-4.3	-18	-42	0	16
CCOC(=O)c1[nH]c2cc(OC)c(OC)cc2c1NC(=O)CN1CCN(C)CC1	5	83	1	-50	91	-3.0	-15	-3	-3	2

The list goes on.
SMILES	Measles CPE	PTEN del growth	NPY-Y2 antag	Yeast growth inh	HCT116 bCat-KO	MRP-1 activ	Yeast life ext	E-sel TNF inh	Phagocytosis inh	GALR2 blocker
CCCCCCNc1c(C(=O)OCC)c(=O)[nH]c2ccccc12	21	71	2	-27	78	-2.7	-11	12	2	15
CC(NC(=O)COC(=O)/C(=C/c1cccs1)c1cccs1)c1ccccc1 (stereo not given)	16	74	7	-44	87	-0.3	4	.	-2	-18
Cc1ccc(S(=O)(=O)N2CCN(c3nc4ccccc4nc3-n3nc(C)cc3C)CC2)cc1	6	61	0	-34	62	-1.5	5	-15	4	6
Cc1ccc(SCC(=O)NCc2ccco2)cc1	20	94	-1	-23	97	-1.6	-8	-14	.	6
COC(=O)c1ccccc1NC(=O)CSc1nnnn1C	31	99	-2	-12	89	-1.1	.	-10	.	22
CCOC(=O)c1ccc2cccc(C)n2c1=O	2	103	0	-31	96	0.6	-8	-4	-2	-2
COc1cc(CNCCSc2nnnn2C)cc(Br)c1OCc1ccc(F)cc1	5	65	6	-23	70	-4.5	-23	-17	-3	-1
Clc1ccc2oc3c(Cl)ncnc3c2c1	4	14	14	-6	3.0*	-4.4	-6	.	-15	15
N#C/C(=C\c1ccc(O)c(O)c1)S(=O)(=O)c1ccccc1	18	79	-2	-47	85	-1.4	-16	2	5	-3
Nc1nc(C2CC(=O)OC23CCCCC3)cs1 (stereo not given)	3	99	1	-18	95	-0.4	.	0	.	-6
O=C1CN(C(=O)c2ccc(Br)o2)C(c2ccccc2)c2cc(Cl)ccc2N1 (stereo not given)	29	55	7	-2	59	-2.6	-6	8	2	-10
O=C(NCc1nnc(SCC(=O)N2CCN(c3ccccc3)CC2)o1)c1ccco1	3	109	2	-32	92	-2.4	2	-24	.	5
COc1ccc(-c2nn(-c3ccccc3)cc2/C=C2/SC(=S)N(Cc3ccco3)C2=O)c(C)c1	2	37	1	-36	34	-4.3	15	23	1	0
O=C(O)c1cc(S(=O)(=O)Nc2ccc3oc(=O)sc3c2)ccc1O	4	101	15	6	99	0.1	2	.	-2	-9

3 structures from above, arranged by molar mass, rising:
SMILES	Measles CPE	PTEN del growth	NPY-Y2 antag	Yeast growth inh	HCT116 bCat-KO	MRP-1 activ	Yeast life ext	E-sel TNF inh	Phagocytosis inh	GALR2 blocker
CCOC(=O)c1nnc(-c2ccc(C)cc2)nc1Oc1ccccc1Cl	7	102	-1	-48	86	-0.2	-3	28	0	10
CCC1CCCCN1C(=O)CSc1nnc(-c2ccc(Cl)s2)o1 (stereo not given)	6	87	5	-34	90	-1.6	-4	-3	1	-17
COc1ccc(C)cc1-n1c(SCC(=O)Nc2cc(C)on2)nc2sc(C)c(C)c2c1=O	18	73	0	-32	86	-0.9	-15	.	-2	-2
